EphB4 ephrin blk – EphB4-ephrin-B2 interaction antagonists, primary screen, biochemical, TNYL-RAW peptide probe, fluorescence polarization. Ephrin type-B receptor 4 (Homo sapiens), P54760. inhibition, % at 7 µM. EphB4 LBD / TNYL-RAW-Alexa532 peptide. 0.15% of 97,000 active. AID 720, 2007;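 active means inhibition above the screen-wide mean inhibition plus 3 SD, cut at about 15% in these data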;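 further: 0% = DMSO wells and 100% = excess unlabeled TNYL-RAW peptide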
F-actin modifier – modifiers of F-actin cytoskeleton organization, primary screen, imaging, HUVEC, phalloidin staining, high-content imaging; HUVEC TNFa F-actin phalloidin imaging; inhibition, % at 2 µM; 0.18% of 91,000 active; AID 836, 2007;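 active means inhibition above the batch mean plus 3 SD and confirmed as a hit by visual image inspection, cut at about 30% in these data, passing the limit was not always enough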; further: strong numbers were not always called active
PTK2B oligo ant – antagonists of Pyk2 self-association, primary screen, Q293 cells, FERM NanoBiT luminescence, HTS; z-score (the deposit names both 25 µM and 10 µM); Protein-tyrosine kinase 2-beta (Homo sapiens), Q14289; 0.83% of 99,000 active; active compounds read low; AID 1347419, 2020;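 active means Z-score of -3 or lower, scaled per plate to the spread of control and sample wells; inactive means z-score above -3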;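 further: negative z-score means lost luminescence so less FERM oligomerization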
Plk1 PBD FP – Plk1 polo box domain binding inhibitors, primary screen, biochemical, fluorescence polarization. Serine/threonine-protein kinase PLK1 (Homo sapiens), P53350. Plk1 PBD phosphopeptide binding. inhibition, %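 (tested at about 20 µM)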. 0.13% of 97,000 active. AID 693, 2007; in the data active means inhibition above about 34%, passing the limit was not always enough
PLK1 inh – human PLK1 kinase inhibitors, primary screen, biochemical, TR-FRET; recombinant PLK1 kinase, TR-FRET peptide phosphorylation; inhibition, % at 10 µM; 0.53% of 97,000 active; AID 619, 2007;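 active means inhibition of 50% or more in the single-concentration screen; inactive means inhibition below 50%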;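 further: 0% = DMSO max control and 100% = H-89 dihydrochloride min control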
FAK blocker – FAK kinase inhibitors, primary screen, biochemical; Focal adhesion kinase 1 (Homo sapiens), Q05397; biochemical FAK kinase activity assay; inhibition, %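 (tested at 7 µM)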; 0.84% of 97,000 active; AID 727, 2007; in the data active means inhibition above about 19%;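 further: 0% = DMSO and 100% = reference compound high control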
Target sequence (Q05397 whole entry, looked up): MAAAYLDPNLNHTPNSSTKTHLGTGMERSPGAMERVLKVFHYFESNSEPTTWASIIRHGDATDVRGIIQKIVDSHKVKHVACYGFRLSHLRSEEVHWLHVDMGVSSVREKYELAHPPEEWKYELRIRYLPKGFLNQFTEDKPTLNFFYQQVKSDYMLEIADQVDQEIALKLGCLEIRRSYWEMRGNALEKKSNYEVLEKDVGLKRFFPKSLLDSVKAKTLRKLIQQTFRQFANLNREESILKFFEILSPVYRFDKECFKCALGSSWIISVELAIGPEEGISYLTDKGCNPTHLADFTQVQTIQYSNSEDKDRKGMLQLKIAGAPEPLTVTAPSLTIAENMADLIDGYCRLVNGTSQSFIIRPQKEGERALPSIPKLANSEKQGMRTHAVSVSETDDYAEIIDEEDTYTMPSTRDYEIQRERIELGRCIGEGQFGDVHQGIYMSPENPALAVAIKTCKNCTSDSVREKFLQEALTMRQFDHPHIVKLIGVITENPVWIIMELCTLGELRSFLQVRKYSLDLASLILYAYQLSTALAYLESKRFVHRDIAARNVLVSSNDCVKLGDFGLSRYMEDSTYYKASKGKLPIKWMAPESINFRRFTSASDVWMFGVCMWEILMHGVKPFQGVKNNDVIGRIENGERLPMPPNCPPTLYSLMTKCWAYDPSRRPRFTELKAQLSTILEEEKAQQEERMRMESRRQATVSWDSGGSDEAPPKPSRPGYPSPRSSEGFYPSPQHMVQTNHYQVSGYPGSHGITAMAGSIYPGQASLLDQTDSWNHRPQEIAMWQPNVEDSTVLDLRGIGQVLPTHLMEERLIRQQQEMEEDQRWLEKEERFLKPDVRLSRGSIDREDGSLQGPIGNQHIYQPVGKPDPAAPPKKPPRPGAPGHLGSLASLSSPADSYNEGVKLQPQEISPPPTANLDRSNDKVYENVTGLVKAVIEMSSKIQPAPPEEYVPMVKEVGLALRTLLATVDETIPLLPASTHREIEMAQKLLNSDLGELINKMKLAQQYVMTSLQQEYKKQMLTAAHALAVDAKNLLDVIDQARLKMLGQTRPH
LYP inh 2 – PTPN22 phosphatase inhibitors, primary screen, biochemical, DiFMUP fluorescence, 2 µM. recombinant LYP catalytic domain. inhibition, % at 2 µM. 0.21% of 96,000 active. AID 640, 2007;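 active means inhibition at 2 µM at or above a set limit, the screen mean plus 3 SD, cut at about 24% in these data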;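 further: 0% = DMSO with enzyme and 100% = enzyme fully blocked by orthovanadate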
Rev-RRE block – HIV-1 Rev-RRE binding inhibitors, primary screen, biochemical, FRET, protein-RNA interaction; inhibition, % at 8 µM; 0.79% of 97,000 active; Rev peptide-RRE RNA binding; AID 704, 2007; P05866;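 active means inhibition above the screen-wide mean plus 3 SD, cut at about 35% in these data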;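 further: 0% = median DMSO wells and 100% = median Neomycin B control wells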
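Probe or stimulus: fluorescein-Rev peptide as binding partner; assay system: Cy5-tagged RRE RNA duplex with fluorescein-tagged Rev peptide; timing: 5 min compound–RNA preincubation, then 15 min with peptide, 25 °C; medium: HEPES pH 7.5 buffer with KCl, MgCl2, NaCl and EDTA; signal: fluorescein-to-Cy5 FRET, 480 nm excitation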
LYP act – LYP phosphatase activators, primary screen, biochemical, DiFMUP fluorescence, 2 µM. recombinant LYP; 0 = plate median, 100 = signal doubled. activation, % at 2 µM. 0.11% of 96,000 active. AID 697, 2007;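 active means activation at 2 µM above a set limit, the mean plus 5 SD, cut at about 37% in these data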
* hit, by the source's call; · = no result given.

SMILES | EphB4 ephrin blk | F-actin modifier | PTK2B oligo ant | Plk1 PBD FP | PLK1 inh | FAK blocker | LYP inh 2 | Rev-RRE block | LYP act
c1ccc(-n2nnnc2-n2nnc3ccccc32)cc1 | -1 | 0 | -0.43 | 3 | -10 | 2 | 4 | 7 | -6
CCOC(=O)CNC(=O)CSc1nc(N(C)C)nc(N2CCOCC2)n1 | -2 | 1 | 1.5 | 14 | -5 | 0 | 8 | 5 | -8
CCN1CCN(C(=O)c2nn(-c3ccccc3)c(=O)c3ccccc23)CC1 | 1 | -1 | 0.49 | -8 | -14 | 0 | -2 | 1 | 6
C[n+]1cccc(CNC(=O)/C=N/O)c1 | 1 | 26 | -0.04 | -9 | -4 | -9 | -5 | 2 | 3
COc1ccc(NC2CCN(C3CC(=O)N(c4ccc(F)c(Cl)c4)C3=O)CC2)cc1 (stereo not given) | -6 | 7 | 0.34 | 16 | -17 | 1 | -16 | -3 | 13
COCCCN1C(=O)c2ccc(C(=O)NCc3ccco3)cc2C1=O | -6 | 0 | -0.52 | -15 | 4 | 0 | -15 | 3 | 11
Cc1ccc(NC(=O)c2onc(C)c2Cl)cc1 | -12 | 5 | · | -9 | 6 | 2 | -15 | 0 | 14
CC(=O)N1CCN2C(=O)C1CCCC(=O)c1cc(C3CCCCC3)ccc12 (stereo not given) | -2 | 12 | 0.95 | -12 | 2 | 0 | -4 | 3 | 4
CC(C)C(=O)NC(Nc1ccccc1F)C(Cl)(Cl)Cl (stereo not given) | -9 | -14 | -1.1 | 12 | -8 | 1 | -1 | 5 | 5
COC(=O)[C@H](CCSC)NC(=O)NCc1ccc(S(N)(=O)=O)cc1 | 4 | -7 | 0.33 | 0 | 0 | -3 | 12 | 8 | -12
Cc1ccc2nc(-c3sc4nc(C)cc(C)c4c3N)[nH]c2c1 | 2 | 20 | 3.4 | -7 | -11 | 3 | 6 | 1 | -6
Cc1ccc(C(=O)N2CCc3ccccc32)cc1 | 1 | -17 | 0.14 | -20 | -21 | -1 | 3 | 0 | -1
O=S1(=O)CCN(Cc2ccc(Cl)cc2)CC1 | -12 | -13 | -0.61 | -25 | -10 | -1 | -23 | 4 | 18
COc1ccc(C2NC(=O)NC(O)(C(F)(F)F)C2C(=O)c2ccc(F)cc2)cc1 (stereo not given) | -7 | 5 | 0.34 | 2 | -13 | 1 | -5 | -1 | 5
Cc1cc(Cl)ccc1OCC(=O)Nc1ccccc1N1CCOCC1 | 0 | 15 | -1.3 | -18 | -10 | 0 | -23 | 18 | 21
O=c1cc(CSc2nnc(-c3ccco3)o2)c2ccccc2[nH]1 | 6 | 0 | -0.42 | 5 | -14 | 4 | -4 | 8 | 5
Cc1ccc(C)c(NC(=O)CN(C)S(=O)(=O)c2ccccc2)c1 | 0 | -5 | 1.4 | -17 | -10 | 0 | 2 | 3 | -3
CC1CCCCN1Cc1ccc(-c2nn[nH]n2)cc1 (stereo not given) | 8 | -2 | 0.59 | 29 | -10 | 1 | -3 | 4 | 1
CCN1CCN(c2nc(-c3ccccn3)nc3ccccc23)CC1 | -1 | -6 | 0.74 | -7 | -6 | -2 | 0 | 2 | 4
COC(C)(C)[C@]12CC(O)(c3ccccc3)ON1[C@H]1CCCCC1N2O (stereo not given in full) | 7 | -4 | -0.5 | -2 | -14 | -1 | 4 | 4 | -6
Cc1ccc(C(=O)c2cc3ccccc3o2)cc1 | 4 | 6 | 0.04 | -8 | 7 | 2 | 4 | 11 | -2
COc1ccc(OC)c(C(c2nnnn2CCc2ccccc2)N2CCN(c3ccccc3)CC2)c1 (stereo not given) | -1 | 18 | -2.7 | 3 | 4 | 0 | 1 | 6 | -1
COc1cccc(C2Nc3ccccc3C(=O)N2O)c1O (stereo not given) | 11 | · | -0.07 | -22 | 5 | 4 | 7 | 2 | -6
S=C1NCCOCCOCCOCCOCCNC(=S)NCCOCCOCCOCCOCCN1 | 6 | -13 | -0.6 | 9 | -11 | 2 | -2 | -2 | 2
COC(=O)N1CCN(c2ccc(OC)cc2)CC1 | 3 | -3 | 0.91 | 16 | -11 | -1 | 10 | 4 | -13
C=CCNC(=O)c1onc(CSc2ccc(F)cc2)c1C(=O)NCCOC | 4 | 8 | · | -2 | -10 | 3 | 0 | 4 | 3
CCOC(=O)CCc1c(C)c2ccc(OCc3ccc([N+](=O)[O-])cc3)cc2oc1=O | -2 | -6 | 1.2 | -21 | -6 | -4 | -3 | 4 | 3
CCc1ccc(-c2nc(-c3ccncc3)no2)cc1 | -4 | 8 | 3.2 | -23 | -11 | 1 | -5 | 11 | 4
Cc1ccc(CNC(=O)Cn2c([N+](=O)[O-])cnc2C)cc1 | 5 | -4 | 0.36 | -12 | -12 | 3 | 9 | 7 | -7
CCOC(=O)N1CCN(S(=O)(=O)c2cc(Cl)c(OC)cc2Cl)CC1 | 3 | -23 | 0.1 | -10 | -4 | 6 | 7 | 9 | -3
Cc1ccc(S(=O)(=O)NCC(C)NS(=O)(=O)c2ccc(C)cc2)cc1 (stereo not given) | -4 | 10 | 1.5 | -13 | -7 | 0 | 4 | 0 | -8
Cc1onc(-c2ccccc2Cl)c1C(=O)NCCCN1CCOCC1 | 8 | 4 | -0.45 | -3 | -9 | -1 | 0 | 1 | -3
COc1ccc(-c2nnc(-c3cc4c(ccc5ccccc54)oc3=O)o2)cc1 | 9 | -3 | -0.5 | -18 | 11 | 7 | 11 | 6 | -9
O=C1C(=O)N(CCN2CCCCC2)c2ccccc21 | 8 | 2 | -0.14 | -45 | 53* | 0 | -5 | 4 | 5
CCCCN1C2=C(C(=O)CC(C)(C)C2)C(c2ccccc2)C2=C1c1ccccc1C2=O (stereo not given) | 3 | 19 | 0.31 | -1 | -3 | 4 | 0 | 1 | 0
COc1ccccc1NS(=O)(=O)c1ccc(C(=O)OCC(=O)NCc2ccco2)cc1 | 0 | 23 | -0.54 | -9 | -8 | 2 | 4 | 6 | 0
Cc1ccc(C(=O)NCCc2ccncc2)cc1 | 3 | 26 | 0.26 | -13 | -6 | -5 | 11 | 5 | -7
CCCSc1nnc2c(n1)OC(c1cccn1C)N(C(C)=O)c1ccccc1-2 (stereo not given) | 0 | 0 | -1.1 | 0 | 7 | 3 | -2 | 3 | 2
CN(C)CCCNCC(=O)Nc1ccccc1N1CCOCC1 | -5 | -11 | 0.04 | 10 | -3 | -1 | -12 | 5 | 9
CN(CC(=O)NCc1ccccc1)S(=O)(=O)c1cnc[nH]1 | -3 | 2 | 0.26 | 3 | 3 | 1 | -14 | 5 | 14
O=C(Cc1ccc(Br)cc1)OCC(=O)c1ccc2c(c1)OCCO2 | 0 | 24 | -0.73 | -6 | 1 | 4 | -3 | 14 | 4
O=C(c1ccco1)N1CCN=C1SCc1cccc(Cl)c1 | -2 | 0 | · | -16 | 2 | 1 | 4 | 8 | -8
O=C(c1cc2cc([N+](=O)[O-])ccc2oc1=O)N1CCN(c2ncccn2)CC1 | -2 | -2 | -0.35 | -1 | -2 | -1 | 1 | 9 | -2
CN1OC(COC(=O)c2ccccc2)CC1c1ccccc1 (stereo not given) | -5 | -8 | 0.23 | 10 | -14 | 1 | -3 | 1 | 7
CCOc1ccc(OCC)c(NC(=O)C2CCCN(S(=O)(=O)c3cccs3)C2)c1 (stereo not given) | 3 | 37 | -0.57 | 7 | -1 | 2 | 8 | 13 | -9
CCn1c(N)c(C(=O)Nc2ccccc2C(=O)OC)sc1=S | 4 | -10 | 0.35 | -23 | -9 | -2 | 6 | 1 | -6
Cc1ccc(-n2cccc2/C=N/n2cnnc2)cc1Cl | 1 | · | 0.77 | -16 | 2 | -1 | -3 | 9 | 4
Clc1ccc(CSc2nnc([C@@H]3CCCN3)o2)cc1 | 0 | -11 | -0.48 | -20 | -9 | 2 | -4 | -2 | 2
c1cncc(-c2noc(C34CC5CC(CC(C5)C3)C4)n2)c1 | 10 | -8 | 0.53 | 5 | -2 | 1 | 7 | 4 | -10
CCN1C(=O)CC(N2CCN(c3ccc(Cl)cc3)CC2)C1=O (stereo not given) | 4 | 5 | 1.1 | -6 | -15 | 6 | 8 | 4 | -9
Cc1ccc(C)c(NS(=O)(=O)c2cc(C(=O)NCCC3=CCCCC3)ccc2C)c1 | -5 | 10 | -1.6 | -15 | -12 | 4 | 7 | 3 | -2
O=C(CCCCCN1C(=O)CCC1=O)Nc1ncn[nH]1 | -2 | 15 | 0.05 | -24 | -4 | -10 | -3 | 2 | 0
COc1ccc(NC(=O)c2ccccc2Cl)cc1NC(=O)CN1CCOCC1 | -13 | -10 | 0.6 | 5 | -4 | 1 | -7 | -2 | 7
O=C(OCN1C(=O)c2ccccc2C1=O)c1ccccc1 | 6 | 1 | 0.29 | -36 | -9 | 0 | 10 | -4 | -10
Cc1nc(C2CC(=O)OC23CCCCC3)cs1 (stereo not given) | -10 | 15 | 0.94 | -28 | -2 | -1 | 6 | 3 | -8
CCOCCCNC(=O)Cn1cc2c(n1)CCCCC2 | 3 | 0 | · | -8 | -4 | 7 | -2 | 9 | -1
COC(=O)c1ccccc1NC(=O)C1CC(c2ccc(F)cc2)=NO1 (stereo not given) | 6 | -23 | -2.5 | -15 | -1 | 14 | 6 | 14 | -7
COC(=O)C1CSc2[nH]c(=O)sc2C1c1ccccc1 (stereo not given) | 7 | -10 | -0.17 | -26 | -17 | 0 | -6 | 79* | 6
Cc1cc(Nc2ccccc2)nc(N2CCOCC2)n1 | 3 | -13 | 0.07 | 25 | -6 | 1 | 1 | 8 | 0
COc1ccccc1-c1cc(C(F)(F)F)nc(S(=O)(=O)CCCC(=O)N2CCCCC2C)n1 (stereo not given) | 6 | 21 | -1.1 | 1 | -13 | -3 | 0 | -1 | 0
CC1CN(Cc2cc(=O)[nH]c(C(C)C)n2)CC(C)O1 (stereo not given) | -2 | 40 | 0.34 | 12 | -8 | 3 | 5 | 4 | -4
O=C(Nc1nc(=O)c2ccccc2s1)c1ccc(Cl)cc1 | -8 | -25 | 0.49 | 26 | -104 | -72 | 2 | -1 | 3
O=C(CSc1nnc(-c2ccco2)c(-c2ccco2)n1)Nc1ccccc1 | 3 | 2 | -0.72 | -13 | -5 | 16 | 4 | 5 | -3

A draw from above in order of formula weight, low to high.
SMILES | EphB4 ephrin blk | F-actin modifier | PTK2B oligo ant | Plk1 PBD FP | PLK1 inh | FAK blocker | LYP inh 2 | Rev-RRE block | LYP act
CN1OC(COC(=O)c2ccccc2)CC1c1ccccc1 (stereo not given) | -5 | -8 | 0.23 | 10 | -14 | 1 | -3 | 1 | 7
CCn1c(N)c(C(=O)Nc2ccccc2C(=O)OC)sc1=S | 4 | -10 | 0.35 | -23 | -9 | -2 | 6 | 1 | -6
O=C(CSc1nnc(-c2ccco2)c(-c2ccco2)n1)Nc1ccccc1 | 3 | 2 | -0.72 | -13 | -5 | 16 | 4 | 5 | -3
COc1ccc(NC(=O)c2ccccc2Cl)cc1NC(=O)CN1CCOCC1 | -13 | -10 | 0.6 | 5 | -4 | 1 | -7 | -2 | 7
CCOc1ccc(OCC)c(NC(=O)C2CCCN(S(=O)(=O)c3cccs3)C2)c1 (stereo not given) | 3 | 37 | -0.57 | 7 | -1 | 2 | 8 | 13 | -9
